Bioassay records: PubChem, Vanderbilt High Throughput Screening Facility
AMPAR-TARP mod = modulators of GluA2-stargazin AMPA receptor complexes, primary screen, cell-based, membrane potential dye. HEK293 GluA2+stargazin, membrane potential dye (FDSS), glutamate EC50; hits were called plate by plate, in both directions. calls only at 30 µM. 40,000 compounds, 3.5% hits. AID 1259245, 2017;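 active = any of four per-well response measures lying three or more SD from its plate-wide compound average, in either direction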
Target sequence (O88602 whole entry, looked up): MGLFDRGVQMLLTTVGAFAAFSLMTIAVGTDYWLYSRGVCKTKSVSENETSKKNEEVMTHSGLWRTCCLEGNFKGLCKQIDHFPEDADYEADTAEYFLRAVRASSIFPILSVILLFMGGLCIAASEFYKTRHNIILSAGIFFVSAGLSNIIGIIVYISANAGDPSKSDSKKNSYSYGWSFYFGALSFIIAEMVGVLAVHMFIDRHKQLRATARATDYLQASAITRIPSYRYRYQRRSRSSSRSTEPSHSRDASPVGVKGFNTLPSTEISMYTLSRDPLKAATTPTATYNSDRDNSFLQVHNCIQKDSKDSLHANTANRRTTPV
Target sequence (P19491 whole entry, looked up): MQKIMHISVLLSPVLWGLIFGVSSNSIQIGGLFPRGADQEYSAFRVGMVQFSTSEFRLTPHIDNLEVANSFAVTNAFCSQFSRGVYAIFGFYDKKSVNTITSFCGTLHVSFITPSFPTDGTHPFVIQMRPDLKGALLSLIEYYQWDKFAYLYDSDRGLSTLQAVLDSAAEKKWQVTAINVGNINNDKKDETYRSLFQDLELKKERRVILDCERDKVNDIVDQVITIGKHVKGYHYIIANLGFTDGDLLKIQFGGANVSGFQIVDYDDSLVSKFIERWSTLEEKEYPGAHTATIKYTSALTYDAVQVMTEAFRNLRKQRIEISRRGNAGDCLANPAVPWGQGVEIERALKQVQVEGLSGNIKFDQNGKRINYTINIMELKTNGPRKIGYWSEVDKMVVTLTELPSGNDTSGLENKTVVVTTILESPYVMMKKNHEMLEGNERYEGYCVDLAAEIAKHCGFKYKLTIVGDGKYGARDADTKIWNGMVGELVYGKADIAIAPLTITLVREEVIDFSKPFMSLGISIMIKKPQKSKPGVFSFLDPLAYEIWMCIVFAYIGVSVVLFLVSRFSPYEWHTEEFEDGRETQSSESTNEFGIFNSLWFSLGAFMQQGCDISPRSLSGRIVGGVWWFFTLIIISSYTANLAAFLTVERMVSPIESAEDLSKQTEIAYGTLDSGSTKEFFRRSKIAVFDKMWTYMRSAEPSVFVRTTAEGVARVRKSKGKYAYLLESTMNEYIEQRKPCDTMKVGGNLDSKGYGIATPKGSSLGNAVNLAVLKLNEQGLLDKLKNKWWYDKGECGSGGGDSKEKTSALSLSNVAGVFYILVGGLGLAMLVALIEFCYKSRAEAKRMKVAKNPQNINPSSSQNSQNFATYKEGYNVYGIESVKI
AMPAR-TARP mod agonism max-min = also measured in AMPAR-TARP mod; calls as there; compound max-min signal; compound-alone response (agonism);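 unitless range of fluorescence divided by baseline over first 100 seconds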
AMPAR-TARP mod glutamate slope = recorded beside AMPAR-TARP mod, whose call it bears; glutamate slope, % of max; measured here: glutamate response slope, % max;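 scaled per plate between vehicle wells and maximal 1 mM glutamate control wells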
Starred values were filed as active, the others as inactive; i = inactive.

SMILES	AMPAR-TARP mod	AMPAR-TARP mod agonism max-min	AMPAR-TARP mod glutamate slope
Cn1nnc2c(N3CCN(C(=O)c4ccc(Br)o4)CC3)ncnc21	i	0.07	37
O=C(NCC1CCCO1)c1cc(-c2ccccc2)n(C2CCS(=O)(=O)C2)n1 (configuration not stated)	i	0.042	62
Cn1nnc2c(=O)n(CC(=O)Nc3ccc4c(c3)OCCO4)cnc21	i	0.092	61
O=C(NCc1n[nH]c(=O)c2ccccc12)c1ccc([N+](=O)[O-])o1	i	0.2	51
O=C(c1cccc(F)c1)N1CCN(S(=O)(=O)c2cc3c4c(c2)CCC(=O)N4CCC3)CC1	i	0.1	78
N#Cc1ccc(Cl)cc1NC(=O)c1csc(-c2cnccn2)n1	i	0.14	53
O=C(Nc1ccc(F)c(Cl)c1)c1cc(N2C(=O)CCS2(=O)=O)ccc1Cl	i	0.19	65
O=C(NCC#CCN1CCc2ccccc2C1)c1cc(C2CC2)on1	i	0.059	58
COc1cc(C(=O)NCC(c2cccc3ccccc23)N2CCCC2)cc(OC)c1OC (configuration not stated)	i	0.12	62
COc1cccc(NC(=O)c2ccc(COc3ccc(Cl)cc3)o2)c1	i	0.11	63
CC(C)CN(C(=O)c1ccc(Br)o1)C1CCS(=O)(=O)C1 (configuration not stated)	i	0.061	65
CC(C)COc1ccc(N2CCn3c2nc2c3c(=O)n(C)c(=O)n2C)cc1	i	0.13	67
O=C(CSc1cc(N2CCN(c3ccccc3F)CC2)ncn1)NCc1cccs1	i	0.08	64
CCc1ccc(NC(=O)NCCOc2ccc3nnc(-c4cccc(OC)c4)n3n2)cc1	i	0.11	65
O=C(Cc1cc(-c2ccco2)on1)NCc1cccnc1	i	0.069	42
CCCN(CCC)C(=O)C(=O)c1c[nH]c2ccccc12	i	0.14	61
COc1cccc(NC(=O)C(=O)Nc2ccc([N+](=O)[O-])cc2C)c1	i	0.15	59
Cc1ccc2c(CC(=O)Nc3ccc(Cl)cc3Cl)cc(=O)oc2c1	i	0.11	49
O=C(NCC1CCN(C(=O)COc2ccccc2)CC1)c1ccccc1Cl	i	0.079	58
O=C(/C=C/c1cccs1)N1CCN(c2ccc(-c3ccc4c(c3)OCO4)nn2)CC1	i	0.022	40
Cn1nc(-c2ccc(NC(=O)Cc3ccc(Cl)cc3)cc2)ccc1=O	i	0.05	43
COCCOC(=O)C1=C(C)Nc2ncnn2C1c1ccc(Cl)cc1 (configuration not stated)	i	0.036	39
CCOc1ccc(C(=O)Nc2ccc3c(c2)N(C(=O)C(C)C)CCC3)cc1OCC	i	0.093	53
Cc1ccc(CC(=O)Nc2nnc(-c3cc(C)n(C)n3)o2)c(C)c1	i	0.078	41
NCCCN1CCOC(c2ccccc2)C1 (configuration not stated)	i	0.06	14
Additional records.
SMILES	AMPAR-TARP mod	AMPAR-TARP mod agonism max-min	AMPAR-TARP mod glutamate slope
CS(=O)(=O)N1CCCc2ccc(NC(=O)C(=O)NCCCc3ccccc3)cc21	i	0.055	44
COc1cc(/C=C2\SC(=S)N(c3ccc(O)cc3)C2=O)ccc1O	i	0.085	70
COc1ccc(S(=O)(=O)N2CCC(C(=O)Nc3ccc(F)cc3)CC2)cc1	i	0.11	50
CC(C)Cc1cnc2c(c1SCC(=O)Nc1ccc([N+](=O)[O-])cc1)c(=O)n(C)c(=O)n2C	i	0.054	47
CCOC(=O)C1CCN(S(=O)(=O)CCNC(=O)c2ccccc2)CC1	i	0.1	66
CCOC(=O)c1cccc(NC(=O)Cn2nc3c(cc2=O)CCCC3)c1	i	0.069	45
O=C(c1ccc(F)cc1Cl)N1CCC2(CC1)NC(=O)N(CCc1ccccc1)C2=O	i	0.091	35
Cn1nnc2c(N3CCN(C(=O)Nc4ccccc4)CC3)ncnc21	i	0.1	60
CC(C)(C)c1ccc(C(=O)NCC(C)(O)C2CC2)cc1 (configuration not stated)	i	0.094	55
Cc1cc(C)cc(NC(=O)C2CCCN(S(C)(=O)=O)C2)c1 (configuration not stated)	i	0.095	42
COc1cccc(C(CNC(=O)c2ccc([N+](=O)[O-])cc2Cl)N2CCOCC2)c1 (configuration not stated)	i	0.034	58
COC(=O)c1ccc(C(=O)NCC2CCN(C(=O)/C=C/c3ccco3)CC2)cc1	i	0.047	35
Cc1nc(N2CCN(C(=O)c3ccccc3Cl)CC2)cc(-n2ccnc2)n1	i	0.082	47
CNC(=O)CSc1nc(-c2ccccc2)c(NC(=O)CC(C)(C)C)s1	i	0.13	47
O=C(NCCc1c[nH]c2ccccc12)c1ccc(Cl)c(N2C(=O)CCS2(=O)=O)c1	i	0.17	52
Cc1ccc(-n2ncc3c(=O)n(NC(=O)COc4ccc5ccccc5c4)cnc32)cc1	i	0.072	72
CCCCN1C(=O)c2cccc3c(NC(=O)CCCS(=O)(=O)c4ccc(C)cc4)ccc1c23	i	0.04	55
COC(=O)N1CCC(CNC(=O)C(=O)NCc2ccccc2Cl)CC1	i	0.092	61
COc1cccc(NC(=O)CSc2nc3c(c(=O)[nH]2)CN(Cc2ccc(F)cc2)CC3)c1	i	0.079	58
COc1cccc(CNC(=O)Cn2cnc(C)cc2=O)c1	i	0.075	61
COc1ccc(CCNC(=O)C(=O)Nc2ccc(N3CCCS3(=O)=O)cc2)cc1OC	i	0.03	49
CCCCN(CCCC)S(=O)(=O)CCNC(=O)c1ccc(OC)cc1	i	0.082	46
COc1ccc(S(=O)(=O)NCC(C)(O)c2ccc3c(c2)OCO3)cc1Cl (configuration not stated)	i	0.18	44
COc1ccc(-n2c(C)cn3c4c(=O)n(CC(C)C)c(=O)n(C)c4nc23)c(OC)c1	i	0.075	32
COc1cccc(S(=O)(=O)NCc2ccc(C(=O)Nc3ccc(C)cc3)cc2)c1	i	0.077	46

Ordered by length of the SMILES (lowest first): some entries from above
SMILES	AMPAR-TARP mod	AMPAR-TARP mod agonism max-min	AMPAR-TARP mod glutamate slope
COc1cccc(CNC(=O)Cn2cnc(C)cc2=O)c1	i	0.075	61
CC(C)(C)c1ccc(C(=O)NCC(C)(O)C2CC2)cc1 (configuration not stated)	i	0.094	55
CCCCN(CCCC)S(=O)(=O)CCNC(=O)c1ccc(OC)cc1	i	0.082	46
CCOC(=O)C1CCN(S(=O)(=O)CCNC(=O)c2ccccc2)CC1	i	0.1	66
Cc1nc(N2CCN(C(=O)c3ccccc3Cl)CC2)cc(-n2ccnc2)n1	i	0.082	47
COc1ccc(S(=O)(=O)NCC(C)(O)c2ccc3c(c2)OCO3)cc1Cl (configuration not stated)	i	0.18	44
COc1ccc(S(=O)(=O)N2CCC(C(=O)Nc3ccc(F)cc3)CC2)cc1	i	0.11	50
COc1cccc(S(=O)(=O)NCc2ccc(C(=O)Nc3ccc(C)cc3)cc2)c1	i	0.077	46
COC(=O)c1ccc(C(=O)NCC2CCN(C(=O)/C=C/c3ccco3)CC2)cc1	i	0.047	35
O=C(c1ccc(F)cc1Cl)N1CCC2(CC1)NC(=O)N(CCc1ccccc1)C2=O	i	0.091	35
COc1cccc(C(CNC(=O)c2ccc([N+](=O)[O-])cc2Cl)N2CCOCC2)c1 (configuration not stated)	i	0.034	58
O=C(NCCc1c[nH]c2ccccc12)c1ccc(Cl)c(N2C(=O)CCS2(=O)=O)c1	i	0.17	52
COc1cccc(NC(=O)CSc2nc3c(c(=O)[nH]2)CN(Cc2ccc(F)cc2)CC3)c1	i	0.079	58
CC(C)Cc1cnc2c(c1SCC(=O)Nc1ccc([N+](=O)[O-])cc1)c(=O)n(C)c(=O)n2C	i	0.054	47

Continuation:
SMILES	AMPAR-TARP mod	AMPAR-TARP mod agonism max-min	AMPAR-TARP mod glutamate slope
CN1CCN(c2ccc(NC(=O)c3cccc4c(Cl)cccc34)cc2)CC1	i	0.072	17
O=C(Nc1ccc(C(F)(F)F)cc1)c1ccc(=O)n(Cc2cccc([N+](=O)[O-])c2)c1	i	0.13	32
Cc1ccc(N2CCN(C(=O)c3cccc(Cl)c3)CC2)c(C)c1	i	0.07	64
Cc1noc(C2CN(S(=O)(=O)c3ccc(Cl)cc3)C2)n1	i	0.14	71
CCN1CCN(C(=O)C(=O)c2c[nH]c3ccccc23)CC1	i	0.11	62
CC(C)c1nnc(C2CCN(C(=O)Cc3cccs3)CC2)o1	i	0.12	61
CC(C)NC(=O)C(=O)c1cn(CC(=O)N2CCOCC2)c2ccccc12	i	0.11	61
Cc1cc(NC(=O)c2cc3ccccc3o2)n(-c2nc3c(cnn3-c3cccc(Cl)c3)c(=O)[nH]2)n1	i	0.12	52
CC1(C)C2CCC1(C)C(OCC(O)CN1CCN(CCO)CC1)C2 (configuration not stated)	i	0.07	68
Cc1ccc(-c2nnc(NC(=O)C(C)(C)C)o2)cc1C	i	0.038	53
CCOc1ccc(S(=O)(=O)Nc2ccc3c(c2)CCCN3S(=O)(=O)CC)cc1	i	0.044	57
CC(C)C(=O)Nc1ccc(S(=O)(=O)NCC(O)c2ccc(C(F)(F)F)cc2)cc1 (configuration not stated)	i	0.16	39
Cn1c(=O)c2c(nc3n2CC(O)CN3c2ccc(O)cc2)n(C)c1=O (configuration not stated)	i	0.13	62
CC1CN(CC(=O)Nc2ncc(Cc3ccc(F)cc3)s2)CC(C)O1 (configuration not stated)	i	0.074	69
CNC(=O)C1Cc2ccccc2N1C(=O)c1cccc(OC)c1 (configuration not stated)	i	0.056	47
COCCNc1oc(-c2ccc(S(=O)(=O)N3CCCCCC3)cc2)nc1C#N	i	0.13	58
CN(Cc1ccco1)S(=O)(=O)c1ccc(C(=O)Nc2cccc(Cl)c2)cc1	i	0.12	56
O=C(c1ccc2c(=O)n3c(nc2c1)SCCC3)N1CCC(Cc2ccccc2)CC1	i	0.083	9
Cc1nc(-c2cccc(NC(=O)Cn3c(=O)[nH]c4ccccc4c3=O)c2)cs1	i	0.12	50
O=C(Nc1ccc(N2CCCC2=O)cc1)c1cc(Cl)ccc1[N+](=O)[O-]	i	0.12	55
CN1CCN(C(CNC(=O)C(=O)Nc2ccc3c(c2)OCO3)c2cccn2C)CC1 (configuration not stated)	i	0.051	54
Cn1nnc2c(N3CCN(C(=O)Nc4cccc(Cl)c4)CC3)ncnc21	i	0.1	56
Cc1cc(NC(=O)Cc2c(C)[nH]c(=O)[nH]c2=O)ccc1Br	i	0.17	78
COc1ccc(CCS(=O)(=O)Nc2ccc(CC(=O)N(C)C)cc2)cc1	i	0.078	49
CCc1ccccc1NC(=O)NCCn1nc(-c2cc(OC)ccc2OC)ccc1=O	i	0.041	57
Next part:
SMILES	AMPAR-TARP mod	AMPAR-TARP mod agonism max-min	AMPAR-TARP mod glutamate slope
CC(=O)c1cccc(NC(=O)c2cc(-c3ccco3)nc3c2c(C)nn3C2CCS(=O)(=O)C2)c1 (configuration not stated)	i	0.048	26
N#Cc1ccc(C(=O)Nc2ccc3scnc3c2)cc1	i	0.11	43
Cc1c(C(=O)NCCc2ccccc2)c(C(F)(F)F)nn1C1CCN(C)CC1	i	0.066	62
Cc1nc2ccccn2c1C(=O)NCC1CCN(C(=O)c2ccccc2F)CC1	i	0.18	67
Cc1cc(C(F)F)n2ncc(C(=O)NC3CCCCCC3)c2n1	i	0.026	53
O=C(c1nc(-c2cnccn2)no1)N1CCOCC1	i	0.14	84
CC(O)(CNC(=O)c1cc(Cl)ccc1Cl)c1ccc2c(c1)OCO2 (configuration not stated)	i	0.097	49
COc1ccc(OC)c(-n2c(C)c(C)n3c4c(=O)n(CCN5CCOCC5)c(=O)n(C)c4nc23)c1	i	0.092	58
COC(=O)c1ccccc1N(C)C(=O)C1CN(C(C)=O)C1	i	0.079	60
Cn1cccc(C(=O)NCC(O)(c2ccccc2)C2CC2)c1=O (configuration not stated)	i	0.11	39
Cn1nnc2c(N3CCN(CC(=O)N4CCCC4)CC3)ncnc21	i	0.055	40
O=C(NCC(O)(c1ccccc1)C1CC1)c1cc(=O)c2ccccc2o1 (configuration not stated)	i	0.086	49
O=C(CSc1ccc(NC(=O)C2CC2)nn1)Nc1nccs1	i	0.086	46
COC(=O)/C=c1/s/c(=C(/C#N)C(=O)NCc2ccco2)n(-c2ccccc2)c1=O	i	0.095	49
Cc1nnsc1C(=O)Nc1nnc(-c2ccnn2C)o1	i	0.11	52
O=C(CN1CCC(c2nnc(-c3ccc(F)cc3)o2)CC1)NCC1CCCO1 (configuration not stated)	i	0.1	53
Cc1c(C)n2c3c(=O)n(CCCc4ccccc4)c(=O)n(C)c3nc2n1C1CCCC1	i	0.077	70
COc1ccc(NC(=O)c2ccccc2[N+](=O)[O-])cc1N1CCCCC1=O	i	0.043	35
COc1cc(OC)cc(-c2nnc(NC(=O)c3ccn(C)n3)o2)c1	i	0.17	49
COc1ccccc1-c1c(C)nn2c(N3CCN(C)CC3)cc(C)nc12	i	0.16	51
Cc1cc(C(=O)NCC2CCN(c3ncccn3)CC2)c(C)o1	i	0.08	61
COc1ccc(-c2c(C(F)(F)F)oc3cc(OCC(C)=O)ccc3c2=O)cc1OC	i	0.05	28
CC(C)(C)n1ncc2c(=O)n(NC(=O)c3ccc(S(=O)(=O)N4CCCCC4)cc3)cnc21	i	0.025	38
Cc1cc(NS(=O)(=O)c2ccc(NC(=O)c3cccc(Br)c3)cc2)no1	i	0.1	61
CN(C)C(CNC(=O)C(=O)Nc1cc(Cl)ccc1C#N)c1cccs1 (configuration not stated)	i	0.076	103
O=C(NCc1ccc2c(c1)OCO2)C(=O)Nc1ccc(F)c([N+](=O)[O-])c1	i	0.094	73
CN(C)C(CNC(=O)Nc1cccs1)c1ccccc1Cl (configuration not stated)	i	0.11	45
O=C(Cn1nc2c(cc1=O)CCCC2)Nc1ccc(Br)cc1	i	0.098	60
CCOc1ccc(S(=O)(=O)NCC2CCN(C(=O)c3cccn(C)c3=O)CC2)cc1C	i	0.053	34
CSc1cccc(NC(=O)C(=O)NCc2ccc(F)cc2)c1	i	0.095	56

This is a subset. The share of hits here may be higher or lower than overall.
